Compound activity (PubChem)
human PMI inhibition = inhibitors of human PMI, primary screen, biochemical, fluorescence intensity, coupled assay (AID 1209); inhibition, % at 20 µM; hits with a dose series show IC50 in µM; hit rate 0.42% among 190,000; purified PMI enzyme, coupled fluorescence intensity; higher % means a stronger effect;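 note: plate controls were DMSO vehicle for no effect and wells lacking substrate for full effect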
TNAP activation fold = stimulation of alkaline phosphatase TNAP activity – biochemical, luminescent, no phosphate acceptor, uHTS, primary screen (AID 1001); purified TNAP, luminescent activation assay, no phosphate acceptor; higher activation fold means a stronger effect; activation fold at 20 µM; hits with a dose series show EC50 in µM; hit rate 0.03% among 200,000; in the data active = activation fold from about 3, or a potency from the dose series; inactive = the rest, 99 in 100 with activation fold below about 1.6; note: many of its hits are not listed in these tables
XIAP displacement = XIAP antagonists, biochemical, IAP family, fluorescence polarization (AID 1018) | one-dose displacement, % at 20 µM; IC50 in µM for titrated hits | XIAP BIR domain, fluorescence polarization peptide displacement; higher % means a stronger effect | hit rate 0.007% among 200,000; in the data active = displacement above about 50%; note: a part of the inactive calls stands beside numbers as strong as those of hits
WT yeast gro inh = growth inhibition of WT yeast, mitochondrial fusion screen; mitochondrial fusion phenotypic screen, WT strain; inhibition, % at 10 µM; AID 1362; hit rate 2.1% among 190,000; in the data active = inhibition above about 58%; tested in S. cerevisiae
M17LAP inhibition = P. falciparum M17LAP inhibitors, primary screen, biochemical, fluorogenic H-Leu-NHMec substrate, 1536-well (AID 1619). hit rate 0.38% among 220,000. inhibition, % at 30 µM; hits with a dose series show IC50 in µM. recombinant M17LAP, H-Leu-NHMec fluorogenic kinetic assay; higher % means a stronger effect;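 active = compound inhibiting the enzyme by more than half at any dose during confirmatory dose-response retesting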;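 note: plate controls were full reaction with DMSO carrier for no effect and no enzyme background for full effect; strong numbers were not always called active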
LYP inhibition = inhibitors of LYP phosphatase, biochemical, fluorescence intensity, uHTS (AID 1779). recombinant LYP phosphatase, fluorescence intensity; higher % means a stronger effect. one-dose inhibition, % at 11.5 µM; IC50 in µM for titrated hits. hit rate 0.054% among 290,000;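 note: plate controls were vehicle with enzyme for no effect and no enzyme for full effect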
PMI inhibition = MPI inhibition at elevated mannose 6-phosphate – biochemical, fluorescence intensity, high mannose 6-phosphate, primary screen (AID 1220). recombinant PMI enzyme, coupled fluorescence intensity; higher % means a stronger effect. inhibition, % at 20 µM; hits with a dose series show IC50 in µM. hit rate 0.66% among 190,000
P. falciparum M1AAP = malaria alanyl aminopeptidase activity blockers – biochemical, fluorogenic H-Leu-NHMec substrate, 1536-well (AID 1445); hit rate 0.42% among 220,000; recombinant M1AAP, H-Leu-NHMec fluorogenic kinetic assay; higher % means a stronger effect; one-dose inhibition, % at 30 µM; IC50 in µM for titrated hits;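 active = primary inhibition above the hit cutoff, then over 50% inhibition at one or more dose response concentrations, cut at about 23% in these data, passing the limit was not always enough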;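 note: plate controls were DMSO full reaction for no effect and no enzyme background for full effect; strong numbers were not always called active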
Yfh1-depleted yeast = mitochondrial function rescue without frataxin homolog – Friedreich's ataxia, plus single-dose screen, dose response (AID 1465) | S. cerevisiae Yfh1-off respiration, WST-1 reduction, 72 h; higher fold induction means a stronger effect | fold induction at 50 µM; hits with a dose series show EC50 in µM | hit rate 0.074% among 220,000;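 active = fold induction of absorbance versus untreated yeast above a set limit, then at least 30% activation at any dose in follow-up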;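 note: activators that raise dye reduction in frataxin-depleted yeast; strong numbers were not always called active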
WT yeast gro inh mutant strain = further read-out of WT yeast gro inh, marked with its call; inhibition, %; mitochondrial fusion phenotypic screen, mutant strain inhibition
Numbers without * were called inactive; i = inactive; . = no result given. Cut-off read from the data, not from the text of the source, unless noted: active = inhibition above about 50%; inactive = the rest.

Compound	human PMI inhibition	TNAP activation fold	XIAP displacement	WT yeast gro inh	WT yeast gro inh mutant strain	M17LAP inhibition	LYP inhibition	PMI inhibition	P. falciparum M1AAP	Yfh1-depleted yeast
COc1ccc(NC(=O)CCn2nc(C)cc2C)cc1	4.3%	1.1	-6.9%	13.3	4.8	9.5%	-1.2%	-2.7%	0.3%	i
Cc1cc(C)c(C)c(S(=O)(=O)N2CCN(C(=S)NCC3CCCO3)CC2)c1C (stereo not given)	9.2%	1.1	-3.8%	-67.2	-35.5	1.4%	-2.6%	5.2%	10.4%	i
COc1cc2cccc(OC)c(=O)c2c(O)c1OC	6.2%	0.9	-5.1%	-16.0	-6.4	10.8%	-4.5%	0.2%	8.9%	i
Cc1ccc(-c2c[n+](Cc3ccc(Cl)cc3)c3n2CCC3)cc1	.	.	.	.	.	7.6%	-5.3%	.	3.3%	i
Cc1ccc(Nc2nnc(SCC(=O)Nc3cccc(S(=O)(=O)NC4=NCCCCC4)c3)s2)cc1	25.9%	1.2	-3.5%	-10.5	-5.8	19.7%	0.5%	14.5%	10.0%	i
O=C(c1ccc(Cn2cc(Cl)cn2)cc1)N1CCN(c2ccccc2)CC1	9.5%	1	-9.8%	28.7	21.1	4.7%	-1.2%	-6.0%	7.8%	i
CCCOc1cccc(NC(=O)c2cc(C)oc2C)c1	3.8%	1.2	-5.5%	3.5	13.6	-10.0%	-5.5%	2.5%	7.5%	i
COc1ccc(/C=N/NC(=O)CSc2ccccn2)cc1OC	.	.	.	.	.	3.1%	2.0%	.	4.1%	i
CCOC(=O)c1c(-c2ccco2)csc1NC(=O)CSc1nnc(N)s1	16.3%	1	-10.8%	-8.3	-29.9	8.0%	-8.0%	9.8%	13.2%	i
Cc1ccc(NC(=O)C(c2ccc(Cl)cc2)N2CCOCC2)cc1 (stereo not given)	9.7%	1.1	-4.3%	11.4	9.4	-0.6%	-8.6%	17.2%	15.1%	i

Five records drawn at random from the list so far:
Compound	human PMI inhibition	TNAP activation fold	XIAP displacement	WT yeast gro inh	WT yeast gro inh mutant strain	M17LAP inhibition	LYP inhibition	PMI inhibition	P. falciparum M1AAP	Yfh1-depleted yeast
Cc1cc(C)c(C)c(S(=O)(=O)N2CCN(C(=S)NCC3CCCO3)CC2)c1C (stereo not given)	9.2%	1.1	-3.8%	-67.2	-35.5	1.4%	-2.6%	5.2%	10.4%	i
Cc1ccc(Nc2nnc(SCC(=O)Nc3cccc(S(=O)(=O)NC4=NCCCCC4)c3)s2)cc1	25.9%	1.2	-3.5%	-10.5	-5.8	19.7%	0.5%	14.5%	10.0%	i
O=C(c1ccc(Cn2cc(Cl)cn2)cc1)N1CCN(c2ccccc2)CC1	9.5%	1	-9.8%	28.7	21.1	4.7%	-1.2%	-6.0%	7.8%	i
COc1cc2cccc(OC)c(=O)c2c(O)c1OC	6.2%	0.9	-5.1%	-16.0	-6.4	10.8%	-4.5%	0.2%	8.9%	i
COc1ccc(/C=N/NC(=O)CSc2ccccn2)cc1OC	.	.	.	.	.	3.1%	2.0%	.	4.1%	i

Further entries follow.
Compound	human PMI inhibition	TNAP activation fold	XIAP displacement	WT yeast gro inh	WT yeast gro inh mutant strain	M17LAP inhibition	LYP inhibition	PMI inhibition	P. falciparum M1AAP	Yfh1-depleted yeast
O=C(O)CSC1CC(=O)N(c2ccc(Cl)c(Cl)c2)C1=O (stereo not given)	12.6%	1.1	-4.7%	23.2	25.7	31.0%	4.4%	5.8%	1.8%	i
CCSc1nnc(N(CCC(=O)O)CCC(=O)O)s1	-1.9%	1.1	-5.5%	-7.6	3.0	9.4%	-11.5%	-1.7%	4.5%	i
O=C(c1ccc(F)cc1)N(c1ccccn1)C1CCCCC1	0.1%	1.2	-3.1%	-7.1	-10.9	6.9%	-0.5%	-3.0%	1.0%	i
CCOC(=O)Cn1nc(C)c(NC(=O)COc2ccc([N+](=O)[O-])cc2)c1C	-8.9%	0.9	-0.4%	-18.5	4.4	6.4%	-1.6%	-10.9%	5.5%	i
COc1ccc(C2(CNC(=O)Cc3ccccc3)CCCC2)cc1OC	-4.4%	1	-4.1%	-7.8	7.8	12.2%	-9.9%	4.6%	9.1%	i
Cc1ccc(S(=O)(=O)c2cc3c(=O)n4ccccc4nc3n(C)c2=N)cc1	9.4%	1	-2.6%	-2.1	-8.8	-4.6%	-18.3%	2.1%	2.9%	.
Cc1cccc(CCNC(=O)CCc2nnc(CCc3ccccc3)o2)n1	8.1%	1.1	-3.9%	-4.7	-14.2	-3.9%	-4.8%	1.3%	3.9%	i
Cc1ccc(/C=C/C(=O)O)cc1S(=O)(=O)N(CCO)CCO	5.9%	1.1	0.6%	-8.1	0.4	1.2%	-1.0%	5.5%	-2.6%	i
O=C(O)Cc1csc(-c2ccccc2)n1	-23.5%	1.1	-4.2%	9.8	2.4	-4.1%	-7.3%	-12.2%	4.7%	i
CCOC(=O)c1c(C)c(C(=O)NCc2cccnc2)c(C)n1CC	-6.6%	1.1	-1.7%	12.4	-7.4	10.8%	-1.0%	107.5%*	5.4%	i

Compound	human PMI inhibition	TNAP activation fold	XIAP displacement	WT yeast gro inh	WT yeast gro inh mutant strain	M17LAP inhibition	LYP inhibition	PMI inhibition	P. falciparum M1AAP	Yfh1-depleted yeast
CCOC(=O)c1[nH]c(C)c(C(=O)N2CCN(c3ccccc3OC)CC2)c1C	0.9%	1.2	-9.8%	13.1	13.5	17.9%	-5.2%	-2.6%	-6.3%	i
O=C(CC1NCCN(Cc2ccccc2)C1=O)Nc1ccc(Cl)cc1 (stereo not given)	.	.	.	.	.	13.2%	-10.0%	.	-1.0%	i
COc1ccc(CNCC(O)COc2ccc(C)cc2[N+](=O)[O-])cc1 (stereo not given)	.	.	.	.	.	6.7%	-2.8%	.	7.3%	i
O=[N+]([O-])c1ccc(NC(=S)N/C(=N/CS(=O)(=O)c2ccccc2)c2ccccc2)cc1	-1.3%	1	-2.6%	22.7	24.9	17.9%	-5.0%	-25.9%	11.9%	i
CC(NC(=O)CSc1nc2ccccc2c(=O)n1CCCO)c1ccccc1 (stereo not given)	15.7%	1.1	-1.8%	-8.4	5.0	5.3%	-3.7%	5.7%	-2.0%	i
O=Cc1cc(N=Nc2cccc(C(=O)O)c2)ccc1O	-6.5%	0.8	-12.3%	-1.3	-9.1	51.5µM*	4.2%	11.8%	22.9%	i
CCCCCCCC(=O)OCC(O)CO (stereo not given)	0.4%	1.1	-15.3%	-5.8	4.6	-1.9%	-7.5%	-7.6%	12.3%	i
NCc1ccc(S(N)(=O)=O)cc1	6.4%	1.1	-16.0%	-12.3	-14.2	-5.2%	-8.3%	8.9%	2.8%	i
COc1ccc(NC(=O)NCCC2=CCCCC2)cc1	-5.2%	1.1	-4.1%	-2.4	8.2	2.8%	-3.7%	-1.9%	16.1%	i
O=C(c1cn(-c2ccccc2)nc1-c1cccnc1)N1CCCCC1	-7.6%	1	-1.2%	1.2	-1.7	11.2%	-5.2%	-5.9%	-5.9%	i

Compound	human PMI inhibition	TNAP activation fold	XIAP displacement	WT yeast gro inh	WT yeast gro inh mutant strain	M17LAP inhibition	LYP inhibition	PMI inhibition	P. falciparum M1AAP	Yfh1-depleted yeast
CCN(CC)C(=O)CSc1nnc(-c2ccccn2)n1Cc1ccccc1	.	.	.	.	.	0.8%	-3.5%	.	0.6%	i
Cc1ccc2c(c1)C1(C)C(C(C)(C)N2C=O)C1(Cl)Cl (stereo not given)	.	.	.	.	.	2.4%	-7.7%	.	0.1%	i
O=C(O)C1Cc2ccccc2CN1S(=O)(=O)c1ccccc1 (stereo not given)	.	.	.	.	.	-8.5%	-5.7%	.	-8.3%	i
COc1ccc(C(=O)Nc2oc(-c3ccccc3)c(-c3ccccc3)c2C#N)cc1	18.0%	1.1	-0.5%	13.3	-9.9	0.3%	6.5%	9.3%	8.2%	i
CCOc1ccc(N(CC(=O)NC2CCCC(C)C2C)S(=O)(=O)c2c(C)noc2C)cc1 (stereo not given)	9.2%	1.2	1.2%	12.1	-4.0	-2.8%	-5.0%	6.7%	2.6%	i
COc1ccc(-c2cc(C(=O)NCc3cccs3)no2)cc1	.	.	.	.	.	12.0%	-3.9%	.	3.4%	i
N#Cc1c(Nc2ccccc2)sc(C(=O)c2ccc(F)cc2)c1N	-8.8%	1	-0.8%	-15.8	-18.5	-0.5%	-1.1%	1.5%	2.8%	i
O=C(O)/C=C/C(=O)Nc1ccc(Oc2ncnc3cc(Cl)ccc23)nc1	.	.	.	.	.	2.0%	-1.4%	.	2.5%	i
COc1cccc(NC(=O)CSc2nc3ccccc3n2C)c1	6.4%	1.1	-5.4%	11.3	10.0	1.3%	6.1%	12.9%	-3.0%	i
CC(c1ccco1)N(Cc1ccco1)C(=O)Nc1ccccc1 (stereo not given)	8.1%	1	-4.1%	-4.8	-13.2	0.6%	-2.4%	7.9%	3.9%	i

Each structure is followed by: human PMI inhibition, TNAP activation fold, XIAP displacement, WT yeast gro inh, WT yeast gro inh mutant strain, M17LAP inhibition, LYP inhibition, PMI inhibition, P. falciparum M1AAP, Yfh1-depleted yeast
- CC(C)(C)OC(=O)NCCCC[C@H](NC(=O)c1[nH]cnc1C(=O)Nc1ccccc1)C(=O)OC(C)(C)C
    ., ., ., ., ., -0.1%, 7.5%, ., -8.7%, i
- CCOC(=O)c1cc([N+](=O)[O-])c([N+](=O)[O-])cc1NC(C)=O
    -6.2%, 1.1, -0.9%, 76.3*, 75.2*, 10.0%, 0.4%, 2.1%, 0.6%, i
- C=C1N(c2cccc(Cl)c2)C(=O)OC1(C)C
    21.8%, 1, -3.0%, -5.7, 2.6, ., -9.7%, 12.4%, ., i
- CCOC(=O)CNC(=O)CCNS(=O)(=O)c1ccc2c(c1)c(=O)n(C)c(=O)n2C
    -0.7%, 1.2, -4.7%, -0.3, 8.6, -10.2%, -11.2%, -0.1%, 0.8%, i
- CCCCNC(=O)CCc1c(C)nc2nc(-c3cc(OC)cc(OC)c3)nn2c1C
    -5.5%, 0.8, -3.6%, ., ., 5.5%, 7.3%, -3.8%, 1.7%, .
- O=C(N/N=C/c1c[nH]c2ccccc12)c1cccc([N+](=O)[O-])c1
    2.5%, 1, -0.2%, 8.3, -7.6, 1.8%, 0.3%, -4.2%, 0.1%, i
- COc1ccc(NC(=O)C2=C(C)NC(=O)NC2c2cccc(OC)c2OC)c(OC)c1 (stereo not given)
    11.2%, 1, -5.4%, 4.6, -0.2, 12.1%, -4.4%, 8.2%, 3.7%, i
- C=CCN(CC=C)C(=O)Nc1cc(OC)ccc1OC
    ., ., ., ., ., 2.9%, -5.1%, ., 2.9%, i
- CCCc1cc(=O)[nH]c(SCC(=O)c2cc(C)n(C)c2C)n1
    -1.7%, 1.1, -5.2%, 12.5, 19.3, -1.9%, -4.0%, -0.6%, 3.4%, i
- Cc1ccc(C)c(C(=O)n2cnnc2N)c1
    11.5%, 1.1, -2.1%, 13.7, 15.6, 0.1%, -8.2%, 0.9%, 4.2%, i
- COc1ccc(CCn2c(C)c(C(C)=O)c(C(C)=O)c2C)cc1OC
    3.0%, 1, -11.3%, -9.9, -29.3, -4.6%, -2.6%, 5.7%, 4.5%, i
